DAX1 inh-1: blocks DAX1 repression of SF-1 activated StAR promoter; HEK293T StAR-luciferase reporter, SF-1/DAX-1 repression relief; inhibition, % at 6.8 µM; hit rate 1.1% among 370,000; AID 652010;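 active = inhibition above the mean over all tested compounds plus 3 SD, cut at about 3.6% in these data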;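 note: 0% = DAX-1 cells with DMSO and 100% = cells lacking DAX-1 with DMSO; higher inhibition means more luminescence from relief of DAX-1 repression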
hcDAF12 agonist: activates DAF-12 receptor from parasite H. contortus | HEK293 hcDAF-12 lit1-tk-luc reporter, luminescence; 0% DMSO, 100% Δ7-dafachronic acid | activation, % at 6.8 µM | hit rate 1.4% among 370,000;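 active = activation above the mean of all tested compounds plus 3 SD, cut at about 5.5% in these data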;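 note: 100% = response to 3 µM Δ7-dafachronic acid high control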
DAX1 inh-2: inhibitors of human orphan nuclear receptor DAX1 (NR0B1); P51843; HEK293 Gal4-DAX1 luciferase reporter, luminescence; inhibition, % at 6.75 µM; hit rate 0.99% among 340,000; AID 504766;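 active = inhibition above the mean over all tested compounds plus 3 SD, cut at about 4.2% in these data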;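 note: 0% = DAX1-transfected cells with DMSO and 100% = empty-vector control cells with DMSO; inhibition shows as a rise in luminescence from relieved DAX1 repression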
PLCg1 inh: inhibitors of human phospholipase C gamma1; P19174; purified PLC-gamma1, fluorogenic substrate, fluorescence; inhibition, % at 12.2 µM; hit rate 0.84% among 370,000; AID 720700; in the data active = inhibition above about 9.5%
PLC-beta3 inh: blocks human PLC-beta3 enzyme activity. Q01970. Purified PLC-beta3, fluorogenic substrate, fluorescence. inhibition, % at 12.2 µM. hit rate 0.18% among 370,000; in the data active = inhibition above about 11%;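 note: 0% = median of compound wells on plate and 100% = full blocker control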
ADAM17 inh: ADAM17 inhibition, QFRET primary screen; P78536; recombinant ADAM17, EDANS/DABCYL FRET peptide cleavage; inhibition, % at 6.95 µM; hit rate 0.83% among 370,000;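 active = inhibition above the mean of compounds lying between control limits plus 3 SD, set per campaign, cut at about 8.5% in these data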;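 note: 0% = DMSO-only wells as the low control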
HGIII-sPLA2 inh: Inhibits HGIII-sPLA2 liposome hydrolysis, primary screen; AID 743126; inhibition, % at 12.2 µM; Q9NZ20; QFRET BODIPY PC-A2 liposome hydrolysis, fluorescence; hit rate 0.56% among 370,000;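 active = inhibition above mean plus 3 SD of compounds lying within the high and low control bounds, cut at about 19% in these data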;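 note: 0% = median of test compound wells and 100% = no enzyme DMSO wells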
Target sequence (Q9NZ20 whole entry, looked up): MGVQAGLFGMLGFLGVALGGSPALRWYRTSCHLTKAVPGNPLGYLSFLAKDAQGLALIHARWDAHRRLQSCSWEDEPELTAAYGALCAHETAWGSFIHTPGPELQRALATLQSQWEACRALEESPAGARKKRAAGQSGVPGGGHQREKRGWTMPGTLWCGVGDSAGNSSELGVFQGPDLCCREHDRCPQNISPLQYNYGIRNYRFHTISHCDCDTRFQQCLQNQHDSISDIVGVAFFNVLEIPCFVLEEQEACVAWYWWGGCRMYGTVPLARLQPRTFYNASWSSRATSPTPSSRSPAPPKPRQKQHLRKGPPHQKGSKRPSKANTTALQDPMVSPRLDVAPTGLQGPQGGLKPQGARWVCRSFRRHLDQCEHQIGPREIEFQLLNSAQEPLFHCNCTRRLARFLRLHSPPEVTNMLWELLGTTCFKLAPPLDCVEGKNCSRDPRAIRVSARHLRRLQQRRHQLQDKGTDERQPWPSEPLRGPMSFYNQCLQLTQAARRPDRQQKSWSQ
hgDAF-12 ag: activates the H. glycines DAF-12 receptor ligand-binding domain. AID 687014. activation, % at 6.8 µM. hit rate 1.8% among 370,000. HEK293 GAL4-hgDAF12 UAS-luciferase reporter, agonist luminescence; normalized to butyrate control;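 active = activation above a cutoff set at the mean of all screened compounds plus 3 SD, cut at about 10% in these data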;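 note: 0% = DMSO wells and 100% = sodium butyrate wells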
ssDAF12 agonist: S. stercoralis DAF-12 activation, primary screen. activation, % at 6.8 µM. AID 652126. hit rate 1% among 370,000. HEK293 ssDAF-12/GRIP1 lit1-tk-luc reporter, luminescence; % of 3 µM dafachronic acid response;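 active = activation above the mean over all tested compounds plus 3 SD, cut at about 0.9% in these data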;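 note: 0% = DMSO-only wells and 100% = 3 µM delta7-dafachronic acid wells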
FXN GAA850 act: activators of GAA850 frataxin (FXN) promoter; HEK293 lucGAA850 FXN promoter luciferase reporter, 24 h; percent of 10 µM SAHA response; activation, % at 6 µM; hit rate 0.56% among 360,000; AID 540364;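 active = activation above the average of all compounds screened plus 3 SD, cutoff fixed separately per campaign, cut at about 7.5% in these data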;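 note: 0% = DMSO wells and 100% = 10 µM SAHA wells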
ADAM10 inh: ADAM10 inhibition, QFRET primary screen; O14672; recombinant ADAM10, EDANS/DABCYL FRET peptide cleavage, 3 h; inhibition, % at 7 µM; hit rate 0.62% among 370,000;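 active = inhibition above a per-campaign cutoff equal to the mean of compounds falling between control-based bounds plus 3 SD, cut at about 20% in these data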;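 note: 0% = DMSO wells while the 100% control is not disclosed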
Target sequence (O14672 214-748 limits assumed): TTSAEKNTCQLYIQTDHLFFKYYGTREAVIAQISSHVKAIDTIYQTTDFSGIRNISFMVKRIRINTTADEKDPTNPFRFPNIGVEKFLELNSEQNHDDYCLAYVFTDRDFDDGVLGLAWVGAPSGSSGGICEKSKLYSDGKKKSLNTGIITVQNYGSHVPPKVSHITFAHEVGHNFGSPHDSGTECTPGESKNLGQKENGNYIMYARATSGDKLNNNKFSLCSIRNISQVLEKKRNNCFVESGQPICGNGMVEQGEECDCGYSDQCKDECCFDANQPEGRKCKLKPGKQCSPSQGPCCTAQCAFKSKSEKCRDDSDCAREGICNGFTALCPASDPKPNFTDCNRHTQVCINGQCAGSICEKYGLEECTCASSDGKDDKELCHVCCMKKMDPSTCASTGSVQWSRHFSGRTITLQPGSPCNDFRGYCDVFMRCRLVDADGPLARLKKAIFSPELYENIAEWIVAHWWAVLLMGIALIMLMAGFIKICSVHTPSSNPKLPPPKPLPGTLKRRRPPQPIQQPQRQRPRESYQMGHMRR
Numbers without * were called inactive; / = no result given.

SMILES	DAX1 inh-1	hcDAF12 agonist	DAX1 inh-2	PLCg1 inh	PLC-beta3 inh	ADAM17 inh	HGIII-sPLA2 inh	hgDAF-12 ag	ssDAF12 agonist	FXN GAA850 act	ADAM10 inh
CCCCNC(=O)CCn1c(=O)c2ccccc2n(Cc2cc(C)ccc2C)c1=O	-0.2	0.3	0.3	3	2	-2	1	-1.0	-0.9	-0.7	1
Cc1ccc(C2C(C(=O)O)c3ccccc3C(=O)N2C)c(C)c1 (stereo unspecified)	0.7	0.5	-0.3	0	0	-4	10	-1.9	-1.4	-0.3	-4
CC1=C(C(N)=O)C(c2ccccc2)n2nc(-c3cccc(C)c3)nc2N1 (stereo unspecified)	-1.3	-1.2	0.0	-1	2	-3	-4	-1.7	-0.4	-1.8	-10
CCSc1nc(=O)n(-c2ccccc2)c(C)c1C(C)=S	0.4	-1.7	-0.1	0	-1	-3	-2	1.0	-1.3	-1.3	1
O=C1C(Cc2ccc(O)cc2)NC(=S)N1Cc1ccccc1 (stereo unspecified)	-0.5	-2.1	4.1	2	-5	-1	-92	1.4	-0.9	2.9	1
CN(C)c1ccc(P(=O)(Nc2cccc(C(F)(F)F)c2)N2CCOCC2)c(NC(=O)c2cccs2)c1 (stereo unspecified)	-0.1	4.4	1.4	-7	-9	-3	0	2.4	1.4*	-2.4	6
CNC(=O)N1c2ccccc2C=Cc2ccccc21	-0.9	-3.2	1.3	-3	-3	0	-2	0.0	-1.4	-1.5	12
COc1cc(OC)c(C(=O)OCC(=O)NCCC2=CCCCC2)cc1OC	-1.2	1.2	0.4	-3	-5	-1	-1	-2.5	-0.7	1.6	-8
CC(=O)Nc1ccc(S(=O)(=O)N(C)CC(=O)Nc2ccccc2N2CCOCC2)cc1	-0.3	-2.1	-0.3	-2	2	-7	-1	2.5	-0.3	-0.9	0
Cc1cccc(C(=O)NC2CCN(CC(=O)Nc3cccc(Cl)c3)CC2)c1	-0.4	-1.9	0.3	1	0	-2	-5	-1.0	-1.5	-1.2	-12
O=C(Cn1cc(C(F)(F)F)cc(Cl)c1=O)NCCc1ccccc1	0.3	0.1	0.3	-2	0	-6	7	0.2	-1.3	-1.4	-9
COc1ccc(S(=O)(=O)N(C)CC(=O)NCCC2=CCCCC2)cc1C	-0.3	-1.6	-1.0	2	0	1	-1	-3.6	-0.7	4.0	2
Cc1c(NS(=O)(=O)c2ccc(Cl)c(C(=O)OCC(=O)NCc3ccco3)c2)c(=O)n(-c2ccccc2)n1C	-0.6	-2.1	-0.3	3	-6	2	-14	3.4	-1.4	0.0	4
COc1ccc(C(OCC(O)CNCCc2ccc(S(N)(=O)=O)cc2)c2ccc(OC)cc2)cc1 (stereo unspecified)	0.3	-0.7	0.3	3	-10	-7	-13	2.4	-1.0	-1.0	11
CC(C)c1nc2n[nH]c(N)c2c2c1CSC(C)(C)C2	-0.8	-2.3	-0.4	-5	-8	-1	-2	-4.2	-1.7	4.1	5

Quoted from the listing.
CC1=C(C(N)=O)C(c2ccccc2)n2nc(-c3cccc(C)c3)nc2N1 (stereo unspecified) @ ssDAF12 agonist: -0.4
CC(=O)Nc1ccc(S(=O)(=O)N(C)CC(=O)Nc2ccccc2N2CCOCC2)cc1 @ ADAM10 inh: 0

Next structures
SMILES	DAX1 inh-1	hcDAF12 agonist	DAX1 inh-2	PLCg1 inh	PLC-beta3 inh	ADAM17 inh	HGIII-sPLA2 inh	hgDAF-12 ag	ssDAF12 agonist	FXN GAA850 act	ADAM10 inh
O=C1NC(c2ccccc2)=C(c2nc3ccccc3s2)C(c2ccccc2)N1 (stereo unspecified)	-0.7	-0.7	-0.7	-38	-48	-2	-4	2.4	-1.3	0.9	14
O=C(Nc1ccccc1)N1CCC(C(=O)N2CCCC(C(F)(F)F)C2)CC1 (stereo unspecified)	-0.1	-1.2	0.8	2	-6	-3	1	-0.8	-0.8	1.1	4
Cc1c(C(=O)O)sc(S(=O)(=O)N2CCN(C(=O)Cc3ccccc3Cl)CC2)c1C(=O)O	0.4	0.1	1.9	-2	-7	-8	14	-1.8	-0.7	0.4	-11
Cc1cc(-c2n[nH]c(=S)n2Cc2ccco2)n(C)n1	-0.4	0.5	1.4	-3	4	-1	9	-1.5	-1.2	-1.4	-3
Cc1ccc(-c2nc3ccccc3n2C(C(=O)NC(C)(C)C)C2CC2)cc1 (stereo unspecified)	0.3	0.7	/	-1	1	-4	2	3.4	-0.8	/	-5
COc1cc2c(cc1OC)-c1cc(N3CCCc4ccccc43)nc(=O)n1CC2	-0.6	-3.4	-0.7	-62	-71	-7	6	-4.9	-1.4	10*	-10
Cc1ccc(S(=O)(=O)NC(=O)Nc2ccccc2F)cc1	0.8	-2.2	0.6	2	1	1	4	1.1	-1.0	-2.1	2
COc1ccc(C(=O)NC2CC(C)(C)Cc3occc32)cc1 (stereo unspecified)	-0.6	-2.7	-0.8	2	2	-1	3	0.5	-1.7	1.3	-1
Cc1ccccc1CN1CCN(CC(=O)NCc2ccccc2)CC1	-0.5	-0.5	-1.3	4	-4	0	-6	-2.1	-0.8	0.8	4
N/C(=N\OC(=O)CC1CCCCC1)c1ccc([N+](=O)[O-])cc1	-0.7	-0.5	-0.3	3	-5	-1	18	-1.8	-1.4	2.9	1
COc1ccc(CN2CCNC(=O)C2CC(=O)N2CCCCO2)cc1OC (stereo unspecified)	0.3	-1.2	0.0	-2	-3	-4	9	-3.0	-1.5	0.6	-4
CCCn1c(N)c(N(CCOC)C(=O)c2ccc(F)cc2)c(=O)[nH]c1=O	0.1	-1.2	-0.4	1	-4	-3	17	-1.4	-1.2	0.6	4
CC(C)[C@H](NC(=O)NCCc1ccc(F)cc1)C(=O)O	-0.4	-0.4	2.6	1	6	2	-2	-1.2	-1.0	3.8	6
CCC(=O)NCCc1nc2ccccc2n1CC(=O)c1ccccc1	-0.6	-0.6	-0.3	3	-2	-4	6	-1.8	-0.5	0.9	-3
CCCOc1ccc(/C=C2/C(=O)ON=C2C)cc1OCC	0.0	0.2	-0.2	0	-2	-3	1	1.0	-1.1	2.3	-7
C=CCOc1c(Br)cc(/C=C2/C(=O)ON=C2C)cc1OC	-0.7	0.2	-0.9	-3	-7	-1	-1	-0.4	-0.8	0.0	1
CCOc1ccc(NC(=O)C2CC(=O)N(C(C)C)C2)cc1 (stereo unspecified)	-0.3	-1.4	1.0	-1	0	-3	1	0.6	-0.9	0.7	-7
COC(=O)c1ccc(Oc2c(C)oc3cc(OCc4cnn(-c5ccccc5)c4)ccc3c2=O)cc1	0.1	0.8	0.3	-12	-18	-4	4	-1.2	-0.8	1.2	-21
O=C(/C=C/c1cccs1)c1ccco1	0.7	-0.5	-1.7	-3	-5	-5	6	1.9	-0.8	2.1	-13
Cc1ccc(NS(=O)(=O)c2ccc(C)c(NC(=O)COc3ccccc3)c2)c(C)c1	0.0	1.5	-1.6	1	-1	-1	-20	-1.0	-1.8	0.4	2
CCN(CC(=O)Nc1ccc(NC(C)=O)cc1)CC(=O)Nc1cccc2ccccc12	0.1	-2.9	-0.1	2	-2	-5	-6	1.0	-1.2	-0.5	-16
CCOc1ccccc1C1CC(=O)NC(SCC)=C1C#N (stereo unspecified)	-0.6	-0.8	0.4	0	0	-2	-4	-0.4	-0.8	-0.9	-4
CCOC(=O)C1(Cc2cccc(Cl)c2)CCCN(C(=O)CCSC)C1 (stereo unspecified)	0.1	0.4	-0.1	-3	-5	-3	4	0.3	-0.7	0.9	-3
CN(C)NC(=O)C(NC(=O)c1ccc(N)cc1)C12CC3CC(CC(C3)C1)C2 (stereo unspecified)	-0.2	0.1	-1.6	3	2	-7	13	-2.5	0.1	1.0	-6
COc1cccc(N2CCN(S(=O)(=O)c3cc4c(cc3Cl)NC(=O)CO4)CC2)c1	-0.1	-0.1	1.3	2	7	3	-5	-2.8	-1.1	1.9	8
COCCN(C(=O)COC(=O)c1ccc2ccccc2c1)c1c(N)n(Cc2ccccc2)c(=O)[nH]c1=O	-0.2	-1.2	1.9	1	1	-5	3	3.2	-0.7	-2.1	-15
COC(=O)c1ncn(C2OC(COC(C)=O)C(OC(C)=O)C2OC(C)=O)n1 (stereo unspecified)	-0.1	-0.3	2.4	5	5	1	3	1.9	-1.3	3.8	1
Cc1ccc(NC(=O)/C(C#N)=N/Nc2ccc(C(=O)O)cc2)c(C)c1	0.0	-0.5	-1.9	2	-5	2	-2	0.8	-1.2	2.9	6
Cc1cc(C(=O)NCCc2ccccc2)c2cc(F)ccc2n1	0.6	0.2	1.6	1	-3	0	2	2.4	0.4	-0.2	-7
COc1cc(/C=N\NC(=O)CNC(=O)c2cccc([N+](=O)[O-])c2)ccc1O	-0.6	-1.6	0.7	-1	-2	-22	2	-0.3	-1.3	0.9	2
O=C(Nc1ncc2c(n1)-c1ccccc1CC2)C1CC1	-0.7	0.7	1.2	1	1	-1	1	2.7	-0.9	0.5	2
O=C(Nc1ccc(Cl)cc1)Nc1nnc(SCc2ccccc2)s1	0.8	-1.3	0.7	3	4	2	-1	3.4	-1.4	4.2	10
O=C(Nc1c(F)cccc1F)c1cnc(N2CCN(c3ccccn3)CC2)c2ccccc12	-3.5	-4.9	-2.7	-45	-55	2	1	-8.8	-2.3	-7.7	-8
COc1ccc(S(=O)(=O)N(CCN2CCOCC2)Cc2cc(OC)ccc2OC)cc1	-0.1	-2.2	-0.9	-2	-4	-2	1	0.3	-0.3	2.6	-1
CCn1c(SCC(=O)OC)nnc1-c1ccc(C)cc1	0.7	-0.6	3.0	-2	-7	-5	9	-0.8	-1.7	0.8	-5
N#Cc1ccc(Oc2ccc(-c3nc4ccccc4nc3-c3ccccc3)cc2)cc1C#N	-0.4	-1.6	0.2	-1	-3	-6	5	2.0	-1.7	2.6	-6
CCN=C1SC(C(=O)Nc2cccc(C)c2)CC(=O)N1CC (stereo unspecified)	-0.2	-0.7	0.4	3	-23	-6	-1	-2.2	-0.8	-0.2	-5
CCOc1ccc(CCNC(=O)C2CCN(c3nn4c(=O)cc(C)nc4s3)CC2)cc1	-0.1	-0.8	-0.5	2	-3	-5	-1	-1.1	-1.3	1.7	-7
Cc1ccc(C(=O)NN2C(=O)C3C4c5ccccc5C(c5ccccc54)[C@@H]3C2=O)cc1 (stereo partly specified)	0.1	-1.2	0.7	1	2	1	2	-1.7	-1.1	2.3	1
CC1Cc2ccccc2N1C(=O)c1nn(C)cc1Br (stereo unspecified)	-0.3	-0.6	0.3	5	0	0	5	-0.7	-0.5	2.8	-1
O=C1CC(C(=O)Nc2ccccc2)C2(CCCC2)O1 (stereo unspecified)	-0.1	0.6	0.0	3	-2	0	0	3.7	-0.9	-0.1	-5
COC(=O)c1ccccc1NC(=O)c1ccc2nccnc2c1	-2.8	-1.5	0.1	-5	-17	-4	-2	-3.5	-2.0	-0.6	-4
Cc1cccc(NC(=O)CSCC(=O)Nc2ccccc2N2CCCCC2)c1	0.2	-0.3	-0.8	-3	0	3	-5	1.7	-1.0	5.8	2
